Tcruzi prolif = blocks T. cruzi growth in NIH3T3 culture | T. cruzi beta-gal in NIH3T3, GalScreen luminescence, 90 h | inhibition, % at 8.34 µM | 77,000 tested, 5.9% active;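 active = mean inhibition above about 93%, with at least 55% of replicates each passing it, limit read from the data, passing the limit was not always enough; inconclusive = only one of those two conditions holds; inactive = neither condition holds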
Pf Dd2 growth = blocks growth of Plasmodium falciparum Dd2 parasites; P. falciparum Dd2 growth, SYBR Green, 72 h; hits give low values; AID 1159554; activity change, % at 10 µM; 94,000 tested, 2.3% active; in the data active = activity change below about -80%; inconclusive = no clear call, values can overlap the other calls
C diff growth = C. difficile growth inhibition. Clostridium difficile clinical isolate growth, OD600, 24 h; hits give low values. growth activity, negative = inhibition, % at 16 µg/mL (by protocol). 86,000 tested, 0.25% active. AID 1259249;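 active = mean growth activity at or below -80% and every replicate also at or below -80%; inconclusive = mean at or below -80% but some replicate above -80%; inactive = mean growth activity above -80%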;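 also: 0% = DMSO wells and -100% = levofloxacin 16 µg/mL wells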
GASC1 inh = blocks human GASC-1 (KDM4C) demethylase activity; GST-KDM4C 2-372, H3K9me3 peptide, LANCE TR-FRET; inhibition, % at 12.5 µM; 96,000 tested, 0.15% active;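 active = mean replicate inhibition above about 25%, with at least 55% of replicates also reaching it, limit read from the data, passing the limit was not always enough; inconclusive = only one of those two conditions met; inactive = neither condition met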
Target sequence (Q9H3R0 2-372 limits assumed): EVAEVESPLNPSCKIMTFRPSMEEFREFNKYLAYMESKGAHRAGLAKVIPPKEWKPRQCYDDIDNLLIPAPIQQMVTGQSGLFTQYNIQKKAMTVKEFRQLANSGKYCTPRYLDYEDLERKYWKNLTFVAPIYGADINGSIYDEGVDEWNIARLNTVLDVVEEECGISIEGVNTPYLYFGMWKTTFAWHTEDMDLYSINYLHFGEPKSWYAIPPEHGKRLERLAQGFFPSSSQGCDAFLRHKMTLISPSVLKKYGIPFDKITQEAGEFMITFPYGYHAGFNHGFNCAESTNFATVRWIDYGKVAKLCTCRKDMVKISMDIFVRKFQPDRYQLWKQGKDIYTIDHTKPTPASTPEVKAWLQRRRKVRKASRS
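System – N-terminal GST-fused human GASC-1 (KDM4C) fragment, residues 2-372 · Input – enzyme final amount 10 nM · Technique – LANCE TR-FRET, Eu antibody, ULight-streptavidin, EDTA, ex 340 nm, em 618/671 nm · Medium – HEPES buffer, pH 7.5, plus ascorbate · Incubation – enzyme reaction 30 min, then detection 60 min, both room temperature · Reagent – H3K9me3 peptide with Fe(II)/2OG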
* marks the source's active call; other numbers are inactive results. Hits appear at their usual frequency; any-hit rate near 6.7%.

How did COc1cccc(NC(=O)N2CC(=O)N3[C@H](CO)[C@H](c4ccc(C5=CCCCC5)cc4)[C@@H]3C2)c1 do in these assays?
Pf Dd2 growth: 4; C diff growth: 43; GASC1 inh: -0.4

How did C[C@H]1CCCCO[C@@H](CN(C)S(=O)(=O)c2ccc(F)cc2)[C@@H](C)CN([C@@H](C)CO)C(=O)c2cc(NC(=O)Nc3ccc(F)cc3)ccc2O1 do in these assays?
Tcruzi prolif: 96*; Pf Dd2 growth: inconclusive; C diff growth: -1; GASC1 inh: -1.0

Results for CC(=O)N1CC[C@H]2[C@@H]1c1cc(-c3ccccc3)ccc1N(C)[C@H]2CO ?
Tcruzi prolif: 69; Pf Dd2 growth: 22; C diff growth: 4; GASC1 inh: -1.8

How did COc1ccc(S(=O)(=O)N(C)C[C@H]2Oc3ccc(NC(=O)Nc4ccc5c(c4)OCO5)cc3C(=O)N([C@H](C)CO)C[C@H]2C)cc1 do in these assays?
Tcruzi prolif: 25; Pf Dd2 growth: -4; C diff growth: 8; GASC1 inh: -0.1

What do the screens show for `CCC(=O)N(C)C[C@@H]1Oc2ncc(-c3ccc(C)cc3)cc2C(=O)N([C@@H](C)CO)C[C@@H]1C`?
Tcruzi prolif: 36; Pf Dd2 growth: 18; C diff growth: -6; GASC1 inh: 4.9

What do the screens show for `CCN1[C@H](C(=O)NCCc2cn(C)cn2)[C@@H](CO)[C@@H]2Cn3c(ccc(-c4ccc(F)cc4)c3=O)[C@@H]21`?
Tcruzi prolif: -3; C diff growth: 4; GASC1 inh: 1.9

What do the screens show for `C/C=C/c1ccc([C@H]2[C@H](CO)N(C(C)=O)[C@H]2CN(C)S(C)(=O)=O)cc1`?
Tcruzi prolif: 4; Pf Dd2 growth: 7; C diff growth: -7; GASC1 inh: 0.6

How did C[C@@H]1CN([C@H](C)CO)C(=O)c2cccc(NS(=O)(=O)c3ccc(Cl)cc3)c2O[C@H]1CN(C)Cc1ccc(Oc2ccccc2)cc1 do in these assays?
Tcruzi prolif: inconclusive; Pf Dd2 growth: -59; C diff growth: 15; GASC1 inh: 3.0

How did Cc1noc(C)c1S(=O)(=O)Nc1ccc2c(c1)C(=O)N([C@H](C)CO)C[C@H](C)[C@H](CN(C)C(=O)c1ccncc1)OCCCC[C@@H](C)O2 do in these assays?
Tcruzi prolif: 29; Pf Dd2 growth: 27; C diff growth: -19; GASC1 inh: 1.6

Results for Cc1ccc(S(=O)(=O)N(C)C[C@H]2Oc3c(NC(=O)c4ccc(-c5nccs5)cc4)cccc3C(=O)N([C@H](C)CO)C[C@H]2C)cc1 ?
Tcruzi prolif: 62; Pf Dd2 growth: -61; C diff growth: -32; GASC1 inh: -0.4

How did CCCN(C)C[C@@H]1Oc2ncc(-c3ccccc3F)cc2C(=O)N([C@@H](C)CO)C[C@@H]1C do in these assays?
Tcruzi prolif: 23; Pf Dd2 growth: -57; C diff growth: 11; GASC1 inh: 0.6

What do the screens show for `Cc1noc(C)c1S(=O)(=O)Nc1ccc2c(c1)C(=O)N([C@H](C)CO)C[C@H](C)[C@H](CN(C)C)OCCCC[C@@H](C)O2`?
Tcruzi prolif: 5; Pf Dd2 growth: -50; C diff growth: 6; GASC1 inh: 0.2

Overlap with the part before: 5 entries, followed by the next part.
How did C[C@@H]1CN([C@H](C)CO)C(=O)c2cccc(NS(=O)(=O)c3ccc(Cl)cc3)c2O[C@H]1CN(C)Cc1ccc(Oc2ccccc2)cc1 do in these assays?
Tcruzi prolif: inconclusive; Pf Dd2 growth: -59; C diff growth: 15; GASC1 inh: 3.0

How did Cc1noc(C)c1S(=O)(=O)Nc1ccc2c(c1)C(=O)N([C@H](C)CO)C[C@H](C)[C@H](CN(C)C(=O)c1ccncc1)OCCCC[C@@H](C)O2 do in these assays?
Tcruzi prolif: 29; Pf Dd2 growth: 27; C diff growth: -19; GASC1 inh: 1.6

Results for Cc1ccc(S(=O)(=O)N(C)C[C@H]2Oc3c(NC(=O)c4ccc(-c5nccs5)cc4)cccc3C(=O)N([C@H](C)CO)C[C@H]2C)cc1 ?
Tcruzi prolif: 62; Pf Dd2 growth: -61; C diff growth: -32; GASC1 inh: -0.4

How did CCCN(C)C[C@@H]1Oc2ncc(-c3ccccc3F)cc2C(=O)N([C@@H](C)CO)C[C@@H]1C do in these assays?
Tcruzi prolif: 23; Pf Dd2 growth: -57; C diff growth: 11; GASC1 inh: 0.6

What do the screens show for `Cc1noc(C)c1S(=O)(=O)Nc1ccc2c(c1)C(=O)N([C@H](C)CO)C[C@H](C)[C@H](CN(C)C)OCCCC[C@@H](C)O2`?
Tcruzi prolif: 5; Pf Dd2 growth: -50; C diff growth: 6; GASC1 inh: 0.2

Results for C[C@H]1CN([C@@H](C)CO)C(=O)Cc2cc(NC(=O)Nc3ccccc3)ccc2O[C@H]1CN(C)S(=O)(=O)c1cccs1 ?
Tcruzi prolif: 16; Pf Dd2 growth: -41; C diff growth: -3; GASC1 inh: 0.5

Results for CCS(=O)(=O)Nc1ccc2c(c1)C(=O)N(C)C[C@@H](OC)[C@H](C)CN(C(=O)COC)[C@H](C)CO2 ?
Tcruzi prolif: 65; Pf Dd2 growth: 26; C diff growth: -10; GASC1 inh: 0.4

How did CC(C)NC(=O)N(C)C[C@@H]1Oc2ncc(C#CC3(O)CCCC3)cc2C(=O)N([C@@H](C)CO)C[C@H]1C do in these assays?
Tcruzi prolif: -11; Pf Dd2 growth: 33; C diff growth: -1; GASC1 inh: 0.5

What do the screens show for `CCC(=O)N1[C@H](CO)[C@H]2c3ccccc3N(C(=O)Nc3ccc(Cl)cc3)C[C@H]21`?
Tcruzi prolif: -60; Pf Dd2 growth: -1; C diff growth: -3; GASC1 inh: 2.2

Results for CN(C)CC(=O)N1[C@H](C#N)[C@H](c2ccccc2-c2ccc(C(=O)N(C)C)cc2)[C@@H]1CO ?
Pf Dd2 growth: 19; C diff growth: -4; GASC1 inh: 1.6

Results for O=S(=O)(c1cccs1)N1CCCCN2[C@H](C1)[C@H](c1ccc(-c3ccccc3)cc1)[C@@H]2CO ?
Tcruzi prolif: 101*; Pf Dd2 growth: 10; C diff growth: 47; GASC1 inh: -1.0

How did COCc1cn(CC[C@H]2CC[C@H](NC(=O)Nc3ccc4c(c3)OCO4)[C@H](CO)O2)nn1 do in these assays?
Tcruzi prolif: -2; Pf Dd2 growth: 17; C diff growth: 2

Results for COc1ccc(NC(=O)N(C)C[C@H]2Oc3c(NS(=O)(=O)c4cn(C)cn4)cccc3C(=O)N([C@H](C)CO)C[C@@H]2C)cc1 ?
Tcruzi prolif: 76; Pf Dd2 growth: 11; C diff growth: -1; GASC1 inh: -0.2

Results for CO[C@@H]1CN(C)C(=O)c2ccc(NC(=O)c3nc4ccccc4s3)cc2OC[C@@H](C)N(Cc2cccnc2)C[C@H]1C ?
Tcruzi prolif: 73; Pf Dd2 growth: -90*; C diff growth: 10; GASC1 inh: -2.8

Results for O=C(CCN1CCCCC1)N[C@H]1CC[C@@H](CCn2cc(-c3cccc(F)c3)nn2)O[C@H]1CO ?
Pf Dd2 growth: -2; C diff growth: 3; GASC1 inh: -0.4

Results for COc1ccccc1C#Cc1ccc([C@H]2[C@H]3CN(S(C)(=O)=O)CCCCN3[C@H]2CO)cc1 ?
Tcruzi prolif: 75; Pf Dd2 growth: -13; C diff growth: -1; GASC1 inh: 0.9

How did CC=Cc1ccc2n(c1=O)C[C@H]1[C@H](CO)[C@@H](C(=O)NCC(F)(F)F)N(CCC)[C@@H]21 (mixture of isomers) do in these assays?
Tcruzi prolif: 14; Pf Dd2 growth: 8; C diff growth: 1; GASC1 inh: 4.1

How did CC(C)NC(=O)N1CCCCN2[C@H](CO)[C@H](c3ccc(C#CC4CC4)cc3)[C@@H]2C1 do in these assays?
Tcruzi prolif: 30; Pf Dd2 growth: 32; C diff growth: -12; GASC1 inh: 2.9

What do the screens show for `Cc1ccc(S(=O)(=O)N(C)C[C@H]2OCCCC[C@@H](C)Oc3ccc(NC(=O)c4ccncc4)cc3C(=O)N([C@H](C)CO)C[C@@H]2C)cc1`?
Pf Dd2 growth: -18; GASC1 inh: -2.8

How did COCC(=O)N(C)C[C@@H]1Oc2ncc(Br)cc2C(=O)N([C@H](C)CO)C[C@H]1C do in these assays?
Pf Dd2 growth: 44; C diff growth: -2; GASC1 inh: 1.1

Results for CO[C@@H](CN(C)Cc1nccs1)[C@H](C)CN([C@@H](C)CO)S(=O)(=O)c1ccc(C)cc1 ?
Tcruzi prolif: 36; Pf Dd2 growth: 0; GASC1 inh: -0.5

What do the screens show for `Cc1noc(C)c1S(=O)(=O)N(C)C[C@@H]1Oc2c(NS(=O)(=O)c3cn(C)cn3)cccc2C(=O)N([C@@H](C)CO)C[C@H]1C`?
Tcruzi prolif: -12; Pf Dd2 growth: 20; C diff growth: 1; GASC1 inh: -4.4

What do the screens show for `CCC(=O)Nc1ccc2c(c1)C(=O)N(C)C[C@@H](OC)[C@H](C)CN(C(=O)c1ccccn1)[C@@H](C)CO2`?
Tcruzi prolif: 21; Pf Dd2 growth: 22; GASC1 inh: 0.7

What do the screens show for `COc1ccc(S(=O)(=O)Nc2ccc3c(c2)C(=O)N([C@@H](C)CO)C[C@H](C)[C@@H](CN(C)S(=O)(=O)c2ccc(Cl)cc2)O3)cc1`?
Tcruzi prolif: -17; Pf Dd2 growth: -69; C diff growth: 20; GASC1 inh: 1.0

Results for Cc1ccc(S(=O)(=O)Nc2ccc3c(c2)CC(=O)N([C@@H](C)CO)C[C@H](C)[C@@H](CN(C)C(=O)NC2CCCCC2)O3)cc1 ?
Tcruzi prolif: 6; Pf Dd2 growth: 3; C diff growth: -7; GASC1 inh: -0.9

How did CC(=O)N(C)C[C@H]1Oc2cc(C#CC3CCCC3)ccc2S(=O)(=O)N([C@@H](C)CO)C[C@H]1C do in these assays?
Tcruzi prolif: 56; Pf Dd2 growth: -18; C diff growth: -2; GASC1 inh: -1.1

Results for C[C@H]1CN([C@@H](C)CO)C(=O)c2cc(N(C)C)ccc2O[C@H]1CN(C)Cc1ccc2c(c1)OCO2 ?
Tcruzi prolif: -34; Pf Dd2 growth: 9; C diff growth: -1; GASC1 inh: 2.0

How did COc1ccc(CN(C)C[C@H]2Oc3c(NS(=O)(=O)c4ccccc4)cccc3C(=O)N([C@H](C)CO)C[C@H]2C)cc1 do in these assays?
Tcruzi prolif: 17; Pf Dd2 growth: -9; C diff growth: -12; GASC1 inh: 0.1

Results for COCC#Cc1ccc([C@@H]2[C@H](C#N)N(C(=O)c3cccnc3)[C@H]2CO)cc1 ?
Tcruzi prolif: 89; Pf Dd2 growth: -28; C diff growth: -3; GASC1 inh: -0.2

What do the screens show for `CCCNC(=O)N(C)C[C@@H]1Oc2ncc(C#Cc3ccccc3F)cc2C(=O)N([C@H](C)CO)C[C@H]1C`?
Tcruzi prolif: 107*; Pf Dd2 growth: -17; C diff growth: -3; GASC1 inh: 13

Results for CCC(=O)N1[C@H](CO)[C@H](c2ccccc2)[C@@H]1CN(C(C)C)S(C)(=O)=O ?
Tcruzi prolif: 38; Pf Dd2 growth: 14; C diff growth: 2; GASC1 inh: -2.1

What do the screens show for `COc1ccc(NC(=O)N(C)C[C@H]2OCCCC[C@H](C)Oc3ccc(NS(=O)(=O)c4ccc(Cl)cc4)cc3C(=O)N([C@H](C)CO)C[C@@H]2C)cc1`?
Tcruzi prolif: 27; Pf Dd2 growth: -42; C diff growth: -5; GASC1 inh: -0.5

Results for CN1c2ccc(C#Cc3cccnc3)cc2[C@H]2[C@H](CCN2S(=O)(=O)c2cccc(F)c2)[C@H]1CO ?
Tcruzi prolif: 21; Pf Dd2 growth: -75; C diff growth: 5; GASC1 inh: -0.1

Results for COc1ccccc1-c1ccc2c(c1)[C@@H]1[C@@H](CCN1C(=O)C1CCCCC1)[C@@H](CO)N2 ?
Tcruzi prolif: -24; Pf Dd2 growth: -85*; C diff growth: 0

How did C[C@@H]1CN([C@@H](C)CO)C(=O)c2cc(C#Cc3cccnc3)cnc2O[C@H]1CN(C)C(=O)CC1CC1 do in these assays?
Tcruzi prolif: 46; Pf Dd2 growth: -2; C diff growth: 1; GASC1 inh: -1.9

How did O=S(=O)(c1ccc(F)cc1)N1CC[C@@H]2[C@H]1c1cc(Br)ccc1N[C@@H]2CO do in these assays?
Tcruzi prolif: 75; Pf Dd2 growth: 21; C diff growth: -26; GASC1 inh: -3.6

Results for CO[C@@H]1CN(C)C(=O)c2ccc(NS(=O)(=O)c3ccccc3)cc2OC[C@H](C)N(Cc2ccccn2)C[C@H]1C ?
Pf Dd2 growth: 27; C diff growth: 1

What do the screens show for `CN1C(=O)c2cc(NC(=O)C3CCC3)ccc2OC[C@H]2O[C@@H](CC(=O)NCCc3ccncc3)CC[C@@H]21`?
Pf Dd2 growth: 20; C diff growth: 8; GASC1 inh: -0.4

How did N#Cc1cccc(-c2ccc3c(c2)[C@@H]2[C@@H](CCN2C(=O)CN2CCOCC2)[C@@H](CO)N3)c1 do in these assays?
Tcruzi prolif: 79; Pf Dd2 growth: 32; C diff growth: -16; GASC1 inh: 0.5

What do the screens show for `COc1ccccc1S(=O)(=O)N[C@H]1CC[C@@H](CCNC(=O)C2CC2)O[C@H]1CO`?
Pf Dd2 growth: 7; C diff growth: 0; GASC1 inh: 2.7
